USP1-UAF1 inh: blocks the human USP1/UAF1 deubiquitinase complex; recombinant USP1/UAF1, Ub-Rhodamine cleavage fluorescence; 390,000 tested, 0.23% active; Potency, µM (highest dose often 57.1 µM), without a hit: top-dose activity change, negative = inhibition, hits mostly inhibitors; further: potency means the concentration at half of the fitted maximal effect; on the % scale 0 is the no-effect control and ±100 the full control effect; nearly all actives have a fitted effect of over 60% in size; inactives centre near -12
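USP1/UAF1 complex at 1 nM was preincubated with compound for 15 min at room temperature, then Ub-Rho substrate (150nM final) was added. Fluorescence (480/540 nm) was read kinetically, 6 reads every 60 seconds.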
rTrxR1 inhibitor: rat TrxR1 inhibition; O89049; recombinant rTrxR1, NADPH fluorescence consumption, selenite substrate; Potency, µM (titrated, usually from 114 µM), for the others: at the top dose activity change, negative = inhibition, hits mostly inhibitors; 390,000 tested, 1% active; further: potency means the concentration at half of the fitted maximal effect; on the % scale 0 is the no-effect control and ±100 the full control effect; nearly all actives have a fitted effect of over 65% in size
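Rat TrxR1 (90 nM in the dispensed reagent) was pre-reduced with 400 uM NADPH for 5 min at room temperature, then incubated with compound for 15 min. After 400 uM selenite was added, NADPH fluorescence (Ex 340/Em 450 nm) was followed for 8 min.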
Tb PGK inh: blocks T. brucei phosphoglycerate kinase. P07378. PGK/GAPDH coupled, Kinase-Glo luminescence, 60 min. Potency, µM (top dose mostly 57.5 µM), for inactives: at the highest dose activity change, negative = inhibition, actives largely listed as inhibitors. 380,000 tested, 0.043% active. AID 602233; further: potency means the concentration at half of the fitted maximal effect; on the % scale 0 is the no-effect control and ±100 the full control effect; nearly all actives have a fitted effect of over 60% in size
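Recombinant glycosomal PGK reaction used 1,3-bisphosphoglycerate generated in-well by GAPDH (100nM final) in 100mM TEA pH 7.6, 5mM MgCl2, 0.01% Tween-20. After 60 minutes at room temperature, ATP was read by Kinase-Glo Plus luminescence end-point.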
HP1b chromo inh: inhibitors of HP1-beta chromodomain binding to methylated histone tails; Potency, µM (series often up to 114 µM), for inactives: at the highest dose activity change, negative = inhibition, actives largely listed as inhibitors; AlphaScreen HP1-beta / biotin-H3K9me3 peptide binding; 390,000 tested, 0.56% active; AID 540317; further: potency means the concentration at half of the fitted maximal effect; nearly all actives have a fitted effect of over 70% in size; inactives centre near 23
Target sequence (P83916 whole entry, looked up): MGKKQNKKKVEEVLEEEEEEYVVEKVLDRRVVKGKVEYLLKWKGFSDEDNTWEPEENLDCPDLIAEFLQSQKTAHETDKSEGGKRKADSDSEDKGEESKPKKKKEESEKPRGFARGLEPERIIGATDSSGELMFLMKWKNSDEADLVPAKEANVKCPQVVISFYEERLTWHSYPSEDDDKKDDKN
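HP1-beta protein (50 nM final) preincubated 30 min at room temperature with biotinylated H3(1-18)K9me3 peptide (50 nM) in PBS pH 7.4, 0.01% Tween-20, then compound added for 30 min. AlphaScreen streptavidin donor/nickel chelate acceptor beads (10 ug/mL final), 30 min dark, luminescence read.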
Pin1 inh: human Pin1 inhibition; Potency, µM (series often up to 115 µM), without a hit: at the top dose activity, negative = inhibition, usual class: inhibitors; Pin1 FP peptide displacement, HiFluor488, 10 min; 390,000 tested, 0.009% active; Q13526; AID 504891; active means well fitted inhibition curve with a large enough effect in the polarisation, with a control signal flat, not every such curve was filed as active; inconclusive means small, poorly fitted or top-dose-only effect, or effect the other way, or a change in a side signal; inactive means no such curve, though single readings can be large or run the other way; the % refers to the polarisation; further: potency means the concentration at half of the fitted maximal effect; on the % scale 0 is the no-effect control and ±100 the full control effect
Target sequence (Q13526 whole entry, looked up): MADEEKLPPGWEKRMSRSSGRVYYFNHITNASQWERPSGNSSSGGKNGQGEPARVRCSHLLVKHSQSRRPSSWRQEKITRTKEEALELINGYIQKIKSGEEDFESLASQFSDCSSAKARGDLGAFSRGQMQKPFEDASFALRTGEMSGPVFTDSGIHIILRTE
TrxR1 substrate: substrates of rat thioredoxin reductase 1; O89049; purified TrxR1 substrate turnover, NADPH consumption readout; Potency, µM (top dose mostly 114 µM), without a hit: top-dose activity change, negative = substrate turnover; 390,000 tested, 0.01% active; further: potency means the concentration at half of the fitted maximal effect; on the % scale 0 is the no-effect control and ±100 the full control effect; nearly all actives have a fitted effect of over 50% in size
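Rat TrxR1, dispensed at 90 nM, was prereduced with 400 uM NADPH (final) for 5 min at ~22 deg C, then incubated with compound 15 min before 400 uM selenite. A first-read NADPH fluorescence drop versus no-compound background flagged substrates.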
IDH1 R132H inh: inhibitors of human mutant IDH1 R132H. IDH1-R132H enzyme, NADPH consumption, diaphorase/resazurin fluorescence. Potency, µM (top dose mostly 76.6 µM), for inactives: at the highest dose activity change, negative = inhibition, most hits filed as inhibitors. 390,000 tested, 0.093% active; further: potency means the concentration at half of the fitted maximal effect; on the % scale 0 is the no-effect control and ±100 the full control effect; nearly all actives have a fitted effect of over 65% in size
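IDH1-R132H (0.5 ug/mL) preincubated 30 min with compound, then NADPH (0.016 mM) and alpha-KG (2 mM) added; 80 min at RT, pH 7.5. Remaining NADPH coupled via diaphorase/resazurin to fluorescence (540/590 nm); concentration-response curves normalized to no-enzyme control.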
PI4K2A block: inhibitors of human PI4K2A | purified PI4K2A, ADP-Glo luminescence, 1 h; active compounds read low | activity change, negative = inhibition, % at 76.9 µM | 420,000 tested, 0.13% active; in the data active means activity change below about -50%; inconclusive means mostly about -30% to -49%;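 further: -100% = wells without enzyme as full effect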
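Compounds are screened against recombinant PI4K2A using PI as substrate and ATP, the latter dispensed at 300 microM. Reactions run one hour at ambient temperature before ADP-Glo detection; full inhibition defined by wells lacking enzyme.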
GLS inhibitor: inhibitors of human glutaminase (GLS); Potency, µM (series often up to 45.5 µM), without a hit: top-dose activity change, negative = inhibition, most hits filed as inhibitors; GLS enzymatic activity, qHTS titration; 410,000 tested, 0.21% active; O94925; AID 624170; further: potency means the concentration at half of the fitted maximal effect; on the % scale 0 is the no-effect control and ±100 the full control effect
Target sequence (O94925 whole entry, looked up): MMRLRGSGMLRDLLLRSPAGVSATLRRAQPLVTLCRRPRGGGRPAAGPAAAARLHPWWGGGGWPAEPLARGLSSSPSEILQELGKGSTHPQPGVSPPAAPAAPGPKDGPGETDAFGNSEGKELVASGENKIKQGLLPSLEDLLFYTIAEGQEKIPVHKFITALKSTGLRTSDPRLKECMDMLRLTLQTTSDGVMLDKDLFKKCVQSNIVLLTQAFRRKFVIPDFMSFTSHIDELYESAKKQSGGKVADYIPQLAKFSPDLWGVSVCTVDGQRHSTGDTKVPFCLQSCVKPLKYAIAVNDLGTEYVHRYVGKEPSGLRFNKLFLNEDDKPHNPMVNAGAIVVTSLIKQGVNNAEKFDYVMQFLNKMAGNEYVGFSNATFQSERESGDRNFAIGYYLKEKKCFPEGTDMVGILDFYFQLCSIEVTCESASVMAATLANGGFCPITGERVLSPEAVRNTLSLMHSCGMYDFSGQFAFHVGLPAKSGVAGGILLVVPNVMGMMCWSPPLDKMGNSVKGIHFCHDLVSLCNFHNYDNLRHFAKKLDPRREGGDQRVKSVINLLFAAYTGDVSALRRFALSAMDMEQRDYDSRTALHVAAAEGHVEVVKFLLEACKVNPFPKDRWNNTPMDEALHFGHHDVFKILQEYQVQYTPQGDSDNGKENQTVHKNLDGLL
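Read-out is an Amplex red fluorescence increase coupled through glutamate oxidase and HRP, measured before and after 30 min room-temperature incubation. hKGA is in 45 mM KH2PO4 (pH 8.2) with 0.02% Tween-20; glutamine added as 1mM solution.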
Active calls of the source: *; i = inactive; ? = inconclusive; nt = no result given; & = joins results of further samples; [ ] = dose if it differs, or a comment. Unless noted, the call rests on the fitted dose curve; in most records, active means well fitted curve in the direction sought with a large enough effect; inconclusive means small, poorly fitted or top-dose-only effect, or another doubt; inactive means no such curve, though single readings can be large; an effect the other way counts as inactive or inconclusive.

SMILES | USP1-UAF1 inh | rTrxR1 inhibitor | Tb PGK inh | HP1b chromo inh | Pin1 inh | TrxR1 substrate | IDH1 R132H inh | PI4K2A block | GLS inhibitor
CCc1ccc(-c2cc(C)no2)cc1S(=O)(=O)Nc1ccc(C)cn1 | ? | 0.0% | 7.7% | 33.7%&27.8%[activator] | -9.4%&-4.0% | 22.0% | 3.4%&9.9% | 6.2&1.3 | 15.3%&7.3%
Cc1ccc(-n2ncc(C(=O)Nc3cc(Cl)ccc3C)c2C2CCNCC2)cc1C | -9.4% | 0.9% | -1.7% | 35.8% | 0.4% | -0.2% | 9.1% | 3.8 | -6.4%
CN(C)c1ccc(S(=O)(=O)NCC(=O)OCC(=O)Nc2cccc(Cl)c2)cc1[N+](=O)[O-] | -18.7% | 8.7% | 0.6% | -21.0% | -3.0% | -5.6% | -7.7% | 7.0 | 4.7%
CN(C)c1ccc(P(=O)(OCc2ccccc2)C(O)c2ccncc2)cc1 (centres undefined) | -5.8% | -17.8% | -2.6% | 8.0% | -3.9% | -14.1% | -3.1% | -4.4 | 7.0%
COc1ccccc1C1N=C(c2ccccc2C)NO1 (centres undefined) | -16.5% | 21.8% | 4.1% | 43.5%[activator] | -3.3% | 8.3% | -1.4% | -4.3 | 15.4%
COc1ccc(Cl)cc1NC(=O)c1cc(-c2ccccc2O)n[nH]1 | -12.9% | -0.6% | i | 32.1% | 1.8% | -6.9% | 4.2% | -3.7 | 20.2%
Cc1nn(C(=O)c2ccc([N+](=O)[O-])cc2)c(C)c1Br | -20.6% | 8.4% | i | 43.3%[activator] | -14.4% | -0.9% | 1.5% | -1.1 | -1.7%
COc1cccc(C(=O)Nc2nc(C)cs2)c1 | -12.3% | -10.4% | -6.5% | 44.8%[activator] | -0.9% | -5.1% | 8.8% | 8.1 | -2.8%
COc1c(C)cc(S(=O)(=O)NCc2ccccn2)c(C)c1C | -5.7% | 8.3%[57.1 µM] | 17.1% | 30.8% | -0.3% | 9.7%[57.1 µM] | 5.6% | 2.7 | -6.5%
O=C(Cc1cccs1)Nc1ccc(S(=O)(=O)N2CCCC2)cc1 | -14.2% | -11.9% | -12.0% | -11.8% | 4.2% | 0.8% | 5.0% | -5.5 | -9.0%
COc1ccccc1Cn1c(CNS(=O)(=O)c2cccc([N+](=O)[O-])c2)nc2cccnc21 | -14.5% | -0.1%[57.1 µM] | 1.5% | 12.8%[57 µM] | 14.9% | -5.6%[57.1 µM] | -3.2% | 0.8 | 4.5%
Cc1cccc(NC(=S)NNC(=S)NC2CCCCC2)c1C | 1.3% | ? | -0.8% | -14.0% | 0.7% | -9.7% | -9.9% | -7.6 | 8.3%
CCOC(=O)CCCNC(=O)CN1C(=O)NC2(CCCCCC2)C1=O | -8.2% | -7.9%[57.1 µM] | -0.8% | 15.5% | -0.4% | 3.5%[57.1 µM] | -3.8% | 6.4 | -3.3%
Clc1cccc(-c2ccc(/C=N/n3cnnc3)o2)c1Cl | -10.1% | -12.6% | -5.0% | 33.6% | -4.7% | 3.7% | 10.8% | 0.4 | 0.0%
O=C(c1sc2cc(Cl)ccc2c1Cl)N1CCN(CCc2ccccn2)CC1 | -28.2% | 12.7% | 8.0% | 18.0% | ? | 2.3% | -3.9% | 1.4 | -3.9%
CC1=C/C(=N\NC(=S)NCc2ccccc2)CC1 | -13.6% | 10.6%[57.1 µM] | -1.0% | ? | -5.1% | -8.0% | 4.2% | 1.7 | -21.5%
COc1ccc(N2C(=O)C(Cl)=C(Nc3ccccc3O)C2=O)cc1 | -2.6% | ? | -4.6% | 28.2µM* | 3.6% | -14.0% | -1.5% | 1.3 | -11.2%
FC(F)(F)c1ccc(Cl)c(NC(=S)NC2CC2)c1 | -18.4% | -7.6% | 5.9% | 49.9%[activator] | -12.0% | 1.0% | 6.2% | -2.8 | 7.0%
CSc1ncccc1C(=O)NC1CCN(Cc2ccccc2)CC1 | -20.2% | 18.8% | -10.8% | 25.2% | -1.3% | 3.0% | 5.4% | -2.0 | -11.0%
CCOC(=O)CNC(=O)CSc1nnc(CCc2nc3ccccc3[nH]2)n1C | -5.6% | 34.1% | 0.0% | 31.5% | 1.2% | 5.3% | -7.4% | -2.7 | 2.7%
COC(=O)c1cc(Br)c(=O)n(CCC2=CCCCC2)c1 | -17.6% | -3.8% | 3.9% | 39.5%[activator] | -1.9% | -2.0% | 8.0% | -0.2 | -2.8%
O=C1NCC(COc2cccc3ccccc23)O1 (centres undefined) | -0.7% | 2.9%[57.1 µM] | 6.6% | -2.4% | 3.7% | 9.4%[57.1 µM] | 6.3% | -3.4 | -10.0%
CC(C)C(NC(=O)CCNC(=O)c1ccc(C(C)(C)C)cc1)c1nc2ccccc2[nH]1 (centres undefined) | -14.4% | 14.9% | -3.8% | 30.2% | 2.4% | 0.9% | 11.1% | -3.8 | 0.7%
O=C(c1c2c(nc3ccccc13)C(=O)N(C1CCCCC1)C2)N1CCN(c2ccc(F)cc2)CC1 | -14.6% | -8.4%[57.1 µM] | 7.6% | 14.9% | -0.4% | -5.3%[57.1 µM] | -11.2% | 0.2 | 7.9%
COc1cc(/C=N/NC(=O)COc2cccc(F)c2)ccc1OS(=O)(=O)c1ccc(C)cc1 | -5.3% | 6.4% | -8.3% | ? | 5.4% | -6.1% | 1.0% | -2.4 | 10.0%
O=C(Nc1ccc(Cl)cn1)c1cccc2ccccc12 | -11.6% | 9.9% | 0.2% | 32.1% | 2.4% | 0.3% | -1.0% | 0.3 | 0.5%
O=C(CO/N=C/c1ccc(OC(F)F)cc1)NC1CCCCCC1 | -5.3% | 2.8% | 10.7% | 18.6% | 4.1% | 4.2%[57.1 µM] | -18.1% | -0.2 | 0.4%
COc1ccc(CNC(=O)C(=O)NCC2OCCN2S(=O)(=O)c2ccc(C)cc2)cc1 (centres undefined) | -5.4% | 1.8% | -0.2% | 21.8% | -10.3% | 1.0% | 6.8% | -10.6 | -1.0%
COc1ccccc1CNc1nc(-c2ccco2)nn1S(=O)(=O)c1ccc2ccccc2c1 | -3.1% | -32.9% | -6.6% | 42.9%[activator] | 10.6% | -2.5% | 5.7% | -2.6 | 0.9%
COC(=O)[C@]1(C)N[C@H](c2ccc(-c3ccc(Cl)c(Cl)c3)cc2)[C@@H]2C(=O)N(C)C(=O)[C@@H]21 | ? | -1.8% | -0.7% | 47.2%[activator] | 4.8% | -2.1% | 12.6% | 3.7 | -12.2%
CCOC(=O)c1c(C)[nH]c(C)c1S(=O)(=O)N1CCC(C(=O)NCc2ccc(N(C)C)cc2)CC1 | -19.1% | 21.3%[57.1 µM] | -0.6% | 8.5% | -2.6% | 10.8%[57.1 µM] | -9.7% | 2.3 | 16.5%
Cc1ccc(NC(=O)N2CCc3ccccc3C2)cc1C | -18.3% | 14.9% | i | 64.3%[activator] | -0.2% | 2.5% | 2.8% | -1.9 | -4.8%
CCOc1cccc(C(=O)N(Cc2ccc(CC)cc2)C2CCS(=O)(=O)C2)c1 (centres undefined) | 3.3% | -11.1% | -2.9% | 17.4% | 6.2% | -2.5% | -2.4% | -2.3 | -7.4%
O=C(NCC(c1ccc2c(c1)OCO2)N1CCOCC1)C(=O)Nc1ccc(F)cc1F (centres undefined) | -9.2% | 60.7%[activator][57.1 µM] | -3.5% | 39.1%[57 µM] | 0.8% | 27.5%[57.1 µM] | 10.2% | 0.1 | 3.8%
CCC(C)Sc1nnc(NC(=O)c2ccco2)s1 (centres undefined) | -8.4% | 7.2% | 0.3% | 66.1%[activator] | -0.4% | 0.9% | 4.3% | 0.4 | -1.8%
CCCN1CCN(CCCNC(=O)C2CCCN(c3nc4ccc(OCC)cc4s3)C2)CC1 (centres undefined) | -12.8% | 18.1% | nt | 23.0% | -0.8% | 9.8% | 4.1% | 4.4 | 0.4%
CN(C(=O)N1CCN(c2ccccn2)CC1)c1ccccc1 | 0.1% | 9.2% | 6.6% | 22.0% | -1.0% | 17.8% | 1.8% | 5.1 | 8.3%
Cc1ccnc2nc(C(=O)OCC(=O)NCc3cccc(Cl)c3)nn12 | -17.8% | 11.4% | i | 12.5% | 1.1% | 3.0% | 0.7% | 2.9 | -4.2%

Reprinted from the listing for reference:
SMILES | USP1-UAF1 inh | rTrxR1 inhibitor | Tb PGK inh | HP1b chromo inh | Pin1 inh | TrxR1 substrate | IDH1 R132H inh | PI4K2A block | GLS inhibitor
CCOC(=O)c1c(C)[nH]c(C)c1S(=O)(=O)N1CCC(C(=O)NCc2ccc(N(C)C)cc2)CC1 | -19.1% | 21.3%[57.1 µM] | -0.6% | 8.5% | -2.6% | 10.8%[57.1 µM] | -9.7% | 2.3 | 16.5%
Cc1ccc(NC(=O)N2CCc3ccccc3C2)cc1C | -18.3% | 14.9% | i | 64.3%[activator] | -0.2% | 2.5% | 2.8% | -1.9 | -4.8%
CCOc1cccc(C(=O)N(Cc2ccc(CC)cc2)C2CCS(=O)(=O)C2)c1 (centres undefined) | 3.3% | -11.1% | -2.9% | 17.4% | 6.2% | -2.5% | -2.4% | -2.3 | -7.4%

Screens: PubChem, National Center for Advancing Translational Sciences (NCATS)

Only part of the results is shown; count on the stated rates, not on these rows.
